Large T inhibition: TAg ATPase/helicase activity blockers – biochemical (AID 1903); SV40 large T antigen ATPase/helicase inhibition assay; higher % means a stronger effect; inhibition, % at 20 µM; hits with a dose series show IC50 in µM; hit rate 0.39% among 310,000; in the data active = a potency from the dose series; inconclusive = inhibition mostly from about 32% at the one dose, without a potency; inactive = the rest, 99 in 100 with inhibition below about 32%; note: strong numbers were not always called active
GPR55 activation: GPR55 agonists via beta-arrestin recruitment, primary screen, imaging, U2OS cells, beta-arrestin-GFP redistribution (AID 1961); U2OS GPR55 beta-arrestin-GFP redistribution imaging; higher % means a stronger effect; activation, % at 10 µM, or EC50 in µM where a hit was titrated; hit rate 0.048% among 290,000;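 active = activation above 40% with more than 50 cells counted in the well; inconclusive = wells holding fewer than 50 cells, flagged as toxic or sparse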;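 note: U2OS osteosarcoma cells stably expressing GPR55 and beta-arrestin-GFP; plate controls were DMSO negative control for no effect and LPI positive control for full effect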
HEK293 NOD2/NF-kB: NOD2 signaling inhibitors, cell-based, luminescence, uHTS, HEK293 (AID 1566) | inhibition, % at 4 µM; hits with a dose series show EC50 in µM | hit rate 0.63% among 290,000 | HEK293 NOD2/NF-kB luciferase reporter, luminescence; higher % means a stronger effect; note: many of its hits are not listed in these tables
HIV fusion peptide: inhibitors of HIV fusion peptide binding, primary screen, biochemical, uHTS, fluorescence dequenching (AID 1986); cell-free peptide binding, fluorescence dequenching, 30 min; higher % means a stronger effect; inhibition, % at 20 µM; hits with a dose series show IC50 in µM; hit rate 0.3% among 290,000; in the data active = inhibition mostly above about 52%, no sharp cut-off; inactive = mostly below about 76%; note: some results filed as inactive read as strong as hits
KOR beta-arrestin-1: KOR agonists, beta-arrestin recruitment, primary screen, cell-based, luminescence, uHTS (AID 1777); one-dose activation, % at 10 µM; EC50 in µM for titrated hits; KOR beta-arrestin recruitment, luminescence; higher % means a stronger effect; hit rate 0.02% among 280,000; in the data active = activation above about 50%, passing the limit was not always enough; note: a part of the inactive calls stands beside numbers as strong as those of hits
MgcRacGAP inhibition: MgcRacGAP GTPase-activating activity inhibitors, confirmation, biochemical, ADP Hunter fluorescence. hit rate 0.6% among 340,000. inhibition, % at 30 µM; hits with a dose series show IC50 in µM. MgcRacGAP-stimulated Rac1 GTP hydrolysis, ADP Hunter fluorescence; higher % means a stronger effect; GST-tagged Rac1 F28L mutant substrate. AID 624330;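 active = first-screen hits whose inhibition reached a set limit at any dose in the follow-up dose series; inconclusive = inhibition above the set first-screen limit but never retested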;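 note: fluorescence reports GDP produced by GAP-driven GTP hydrolysis; strong numbers were not always called active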
KOR beta-arrestin-2: KOR antagonists, beta-arrestin recruitment, cell-based, luminescence, uHTS (AID 1778) | KOR beta-arrestin recruitment, luminescence, antagonist mode; higher % means a stronger effect | one-dose inhibition, % at 10 µM; IC50 in µM for titrated hits | hit rate 0.091% among 290,000; note: strong numbers were not always called active
NOD1 inhibition: inhibition of NOD1-driven NF-kB reporter – cell-based, luminescence, uHTS, primary screen (AID 1578) | inhibition, % at 4 µM; hits with a dose series show EC50 in µM | NOD1-driven NF-kB luciferase reporter cells, luminescence; higher % means a stronger effect | hit rate 1% among 290,000; in the data active = inhibition mostly above about 36%, no sharp cut-off; inactive = mostly below about 34%;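 note: HEK-293T reporter cells stimulated with the NOD1 agonist gamma-tri-DAP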
GPR55 LPI antagonism: inhibition of LPI-stimulated GPR55 beta-arrestin translocation – imaging, U2OS, beta-arrestin-GFP, LPI agonist, primary screen (AID 2013); hit rate 0.13% among 290,000; inhibition, % at 10 µM; hits with a dose series show IC50 in µM; U2OS GPR55 beta-arrestin-GFP translocation imaging, LPI antagonism; higher % means a stronger effect;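 active = spots per cell inhibited over 60%, with over 100 cells counted and total cytoplasm intensity under 500,000; inconclusive = wells with under 100 cells, flagged as likely toxic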;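 note: U2OS cells stably carrying GPR55 and arrestin-GFP stimulated by 5 µM LPI near EC80; imaged beta-arrestin-GFP aggregate spots per cell after agonist stimulation; plate controls were LPI-stimulated DMSO wells for no effect and DMSO wells without LPI for full effect; some results filed as inactive read as strong as hits; confirmed hits need IC50 under 10 µM and bright autofluorescent wells are also inconclusive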
An asterisk follows results filed as active; ? = inconclusive; / = no result given; [ ] = another dose, or the depositor's remark. Cut-off read from the data, not from the text of the source, unless noted: active = inhibition above about 50%; inactive = the rest.

Structure	Large T inhibition	GPR55 activation	HEK293 NOD2/NF-kB	HIV fusion peptide	KOR beta-arrestin-1	MgcRacGAP inhibition	KOR beta-arrestin-2	NOD1 inhibition	GPR55 LPI antagonism
COC(=O)c1cn(C(=O)c2cc(OC)c(OC)c(OC)c2)c2ccccc12	-11%	0.4%	8%	-1.1%	1.6%	7%	-81%	-1%	-13%
Cc1cccc2cc(C#N)c(N3CCCC3)nc12	33%	0.3%	8%	4.0%	-1.5%	8%	-14%	-53%	22%
CCc1cc(=O)oc2cc(C)cc(OCC(=O)N3CCC(C(=O)O)CC3)c12	10%	0.2%	-6%	0.9%	2.8%	5%	3%[20 µM]	-34%	-2%
Cc1noc(C)c1S(=O)(=O)Nc1ccc(C(=O)NC2CCCCCC2)cc1	5%	0.5%	-64%	3.2%	-1.9%	4%	6%	-21%	9%
COc1ccc(/C=N/NC(=O)c2cccc(NC(=O)c3ccccc3Cl)c2)cc1OC	7%	0.4%	6%	1.2%	6.1%	9%	34%	-11%	-3%
O=C1NC(=Nc2ccccc2)SC1Cc1cccc(Cl)c1Cl (stereo not drawn)	20%	0.2%	15%	0.4%	5.7%	7%	25%	-20%	5%
COc1cccc(C2C(C#N)=C(N)N(N(C)C)C3=C2C(=O)CCC3)c1OC (stereo not drawn)	7%	0.0%	-6%	0.6%	-2.1%	6%	16%	-10%	3%
O=C(CSCc1ccccc1Cl)NCCSc1ccccn1	13%	-1.0%	-11%	4.2%	-2.6%	1%	9%	-21%	16%
CC(=O)OCCN(CCCn1c(-c2ccncc2)nc2ccccc21)c1nc(CN2CCCCC2)cs1	9%	-0.2%	18%	1.3%	-0.1%	10%	-18%[20 µM]	-2%	-5%
CSc1ccc(C#N)cc1NC(=O)c1cccnc1Cl	1%	-0.1%	1%	1.2%	-1.1%	1%	-4%	-25%	2%
CC(=O)NC(Cc1ccccc1C)C(=O)NC1CCN(C(=O)c2ccc(C)cc2)CC1 (stereo not drawn)	13%	-0.1%	4%	-0.3%	/	3%	-24%[20 µM]	-34%	3%
O=C(CSc1nccn1-c1ccc(Cl)cc1)N1CCCc2ccccc21	22%	-0.5%	-12%	-1.7%	5.2%	5%	-173%	8%	19%
CCC(C(=O)Nc1cccnc1)n1c(=O)[nH]c2ccccc2c1=O (stereo not drawn)	/	-0.2%	2%	3.2%	-4.4%	9%	-9%	-25%	4%
Cc1noc(C)c1COC(=O)C1COc2ccccc2O1 (stereo not drawn)	-4%	0.3%	-4%	3.0%	0.1%	9%	-10%	-23%	5%
CC(C)CCn1cnc2c([nH]c3cccc(Cl)c32)c1=O	-4%	-0.2%	2%	-3.9%	3.2%	-1%	22%	-28%	-1%
Cc1c(-c2ccncc2)oc2ccc(Br)cc2c1=O	12%	-0.1%	-42%	-1.2%	-6.0%	/	-44%[20 µM]	-8%	-8%
COc1ccc(OC)c(S(=O)(=O)N(C)CC(=O)Nc2ccc3c(c2)OCCO3)c1	18%	0.0%	-5%	2.0%	-4.8%	12%	42%	-19%	-2%
O=C(CNC(=O)[C@@H]1Cc2ccccc2CN1)NC1CCCCC1	1%	-0.1%	5%	1.1%	5.2%	-3%	-30%	-21%	7%
CCOC(=O)c1ccccc1NC(=O)CSc1nc2ccccc2n1CC(=O)N1CCCC1	13%	0.0%	9%	-0.2%	/	0%	/	-8%	24%
COc1ccc(CCNC(=O)c2ccc3c(c2)OCO3)cc1	24%	0.6%	-20%	-0.7%	-0.2%	4%	-6%	-48%	7%
N#Cc1ccc(OCC(=O)Nc2ccncc2)cc1	-2%	-0.1%	-16%	-2.0%	4.7%	2%	-14%	31%	0%
Cc1c(N/N=C(\C#N)C(=O)c2ccc(Cl)cc2)c(=O)n(-c2ccccc2)n1C	5%	-0.3%	-9%	8.4%	-3.5%	20%	32%	20%	18%
C=C(C)CN(Cc1ccccc1)C(=S)Nc1ccccc1	9%	0.4%	1%	0.7%	-0.9%	9%	-10%	-4%	6%
O=C(CSc1n[nH]c(-c2ccccc2)n1)Nc1ccccc1O	14%	0.2%	7%	-1.0%	-4.9%	7%	1%	-10%	-2%
Cc1nn(Cc2ccc(Cl)c(Cl)c2)c(C)c1NC(=O)c1cc(C2CC2)on1	17%	0.3%	4%	-0.6%	-2.5%	12%	-8%	-7%	-2%

Part of the list above, reduced to KOR beta-arrestin-1.
smiles,KOR beta-arrestin-1
Cc1c(-c2ccncc2)oc2ccc(Br)cc2c1=O,-6.0%
COc1ccc(OC)c(S(=O)(=O)N(C)CC(=O)Nc2ccc3c(c2)OCCO3)c1,-4.8%

New compounds follow
Structure	Large T inhibition	GPR55 activation	HEK293 NOD2/NF-kB	HIV fusion peptide	KOR beta-arrestin-1	MgcRacGAP inhibition	KOR beta-arrestin-2	NOD1 inhibition	GPR55 LPI antagonism
c1ccc(CCn2nnnc2CN2CCCc3ccccc32)cc1	18%	-0.3%	10%	0.9%	0.7%	6%	19%	10%	-26%
CC(C)c1nc(C(=O)N2CCCC(N3CCN(c4cccc(Cl)c4)CC3)C2)cs1 (stereo not drawn)	6%	0.3%	-6%	-1.4%	-3.0%	6%	-3%	-7%	4%
Cc1cc(C)n(CC(=O)N/N=C/c2cccc([N+](=O)[O-])c2)n1	5%	0.7%	5%	-1.0%	1.2%	6%	-29%	-2%	3%
Fc1cccc(CSc2nnc3ccc(-c4ccncc4)nn23)c1	5%	-0.1%	18%	2.1%	-1.8%	-5%	-11%	-18%	10%
C=CCN(CC=C)C(=S)NC(=O)/C=C/c1ccc(OC)cc1	17%	-0.3%	11%	6.9%	7.8%	4%	-42%	45%	2%
O=C(c1nnc(-c2ccccc2)o1)C1CC1	2%	-0.2%	2%	-1.0%	-3.6%	-1%	24%	-33%	10%
Cc1ccc(C(=O)N/C(=C\c2ccc(C(C)C)cc2)C(=O)NCCCN2CCOCC2)cc1	17%	-0.3%	14%	-0.8%	9.3%	-5%	-2%	43%	-24%
COCCn1c(C)cc(C(=O)COC(=O)c2ccc3c(c2)NC(=O)CS3)c1C	18%	-0.2%	14%	5.1%	6.4%	1%	-23%	-6%	-7%
COc1cc(/C=C2\C(=N)N3N=C(C(C)C)SC3=NC2=O)ccc1OCCOc1ccc(NC(C)=O)cc1	21%	0.2%	11%	51%	4.3%	3%	-17%	-12%	-6%
Cc1occc1C(=O)N/N=C/c1ccc(Cl)c([N+](=O)[O-])c1	7%	-0.3%	6%	-3.1%	-8.4%	-7%	13%	-18%	2%
CC(O)CNC(=O)Cc1cc(=O)[nH]c(=O)[nH]1 (stereo not drawn)	26%	0.2%	18%	1.3%	-3.9%	6%	16%	7%	-18%
Nc1nc(CSc2nnnn2-c2ccc(Cl)cc2)nc(N2CCOCC2)n1	-2%	0.0%	13%	-3.2%	-1.4%	7%	-10%	-11%	15%
CCOC(=O)C1CCCN(C(=O)/C(=C/c2ccco2)NC(=O)c2ccccc2)C1 (stereo not drawn)	21%	-0.4%	12%	6.6%	3.1%	6%	-25%	-25%	4%
CCC1=C(OC(=O)N(CC)CC)N2C(=O)OC(=NCCOC)[C@]2(Cc2ccccc2)[C@H]2C1=CC[C@H]1C(=O)N(CC)C(=O)[C@H]12	13%	-0.1%	0%	0.7%	1.5%	12%	16%	-10%	-7%
CN1CCN(C(=O)C2=C[C@@H](c3csc4ccccc34)C[C@@H](OCCCCO)O2)CC1	8%	0.1%	8%	1.1%	-1.4%	7%	7%	-4%	0%
CC(=O)c1c(N2CCN(c3ccccc3)CC2)nc(=S)n(-c2ccccc2)c1C	12%	0.1%	4%	2.5%	23%	13%	2%	-12%	-2%
COC(=O)c1cccc(S(=O)(=O)N(Cc2ccco2)Cc2cc3ccc(OC)cc3[nH]c2=O)c1	12%	-0.2%	-1%	-1.9%	9.4%	-9%	5%	-10%	-6%
Cc1cccc(N2CCN(C(=O)c3ccoc3C)CC2)c1C	8%	-0.1%	1%	2.8%	2.5%	-2%	-17%	-17%	-7%
Cn1nnnc1SCC(=O)c1ccc2c(c1)OCCO2	21%	0.2%	-9%	-1.1%	-1.5%	6%	-16%	-3%	6%
O=C(Cc1ccccc1)NCC(=O)OCC(=O)c1ccc(Cl)c([N+](=O)[O-])c1	6%	-0.1%	5%	3.2%	-3.2%	2%	12%	-26%	8%
CCOc1ccc(C(=O)NCC(=O)OCCCOC(=O)CNC(=O)c2ccc(OCC)cc2)cc1	8%	-0.1%	-3%	0.2%	6.0%	11%	6%	-22%	7%
O=C(Cc1ccc(Cl)c(Cl)c1)Nc1ccccc1N1CCCC1	-3%	-0.2%	10%	0.8%	6.5%	0%	-39%	11%	-12%
CCOC1=NC(C(=O)O)c2ccccc2/C(=C(/C)Cl)N1 (stereo not drawn)	15%	-0.5%	21%	-3.6%	-9.0%	2%	-11%	19%	8%
C/C(=N\NC(=O)Cn1cc([N+](=O)[O-])cn1)c1ccc(O)cc1	54µM*	-0.1%	24%	0.7%	3.8%	?	7%	8%	2%
C=CCn1c(=O)c(C(=O)OCC)c(O)c2ccccc21	12%	-0.1%	18%	0.5%	/	10%	-26%[20 µM]	-33%	-3%
CCOC(=O)C1(C)NC(c2cccs2)C2C(=O)N(c3ccccc3)C(=O)C21 (stereo not drawn)	17%	0.0%	8%	0.3%	1.2%	3%	-28%	-33%	-5%
CC(C)C[C@H](NC(=O)c1[nH]cnc1C(=O)N[C@@H](Cc1ccccc1)C(=O)OCc1ccccc1)C(=O)OCc1ccccc1	5%	-0.2%	-3%	1.6%	2.9%	5%	-35%[20 µM]	-5%	7%
CC1CCCCN1C(=O)c1ccc(OC2CCN(S(=O)(=O)N(C)C)CC2)cc1 (stereo not drawn)	-1%	-0.3%	-14%	1.6%	1.3%	8%	-9%	-9%	6%

Filtered by structure, the entries above with a COOH group.
Structure	Large T inhibition	GPR55 activation	HEK293 NOD2/NF-kB	HIV fusion peptide	KOR beta-arrestin-1	MgcRacGAP inhibition	KOR beta-arrestin-2	NOD1 inhibition	GPR55 LPI antagonism
CCc1cc(=O)oc2cc(C)cc(OCC(=O)N3CCC(C(=O)O)CC3)c12	10%	0.2%	-6%	0.9%	2.8%	5%	3%[20 µM]	-34%	-2%
CCOC1=NC(C(=O)O)c2ccccc2/C(=C(/C)Cl)N1 (stereo not drawn)	15%	-0.5%	21%	-3.6%	-9.0%	2%	-11%	19%	8%

Bioassay records from PubChem.

The list is partial; the hit share may differ from the screen's.
